Screening data deposited in PubChem BioAssay by National Center for Advancing Translational Sciences (NCATS).
ALDH1A1 block – inhibitors of human aldehyde dehydrogenase 1A1; P00352; Purified ALDH1A1, NADH fluorescence, propionaldehyde substrate; Potency, µM (doses to about 75.3 µM), inactives show top-dose activity, negative = inhibition, most hits filed as inhibitors; 7.3% of 220,000 active; AID 1030; active means well fitted inhibition curve with a large enough effect, not every such curve was filed as active; inconclusive means small, poorly fitted or top-dose-only effect, or another doubt; inactive means no such curve, though single readings can be large or run the other way;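 further: plate controls were no enzyme wells and a reference inhibitor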
Target sequence (P00352 whole entry, looked up): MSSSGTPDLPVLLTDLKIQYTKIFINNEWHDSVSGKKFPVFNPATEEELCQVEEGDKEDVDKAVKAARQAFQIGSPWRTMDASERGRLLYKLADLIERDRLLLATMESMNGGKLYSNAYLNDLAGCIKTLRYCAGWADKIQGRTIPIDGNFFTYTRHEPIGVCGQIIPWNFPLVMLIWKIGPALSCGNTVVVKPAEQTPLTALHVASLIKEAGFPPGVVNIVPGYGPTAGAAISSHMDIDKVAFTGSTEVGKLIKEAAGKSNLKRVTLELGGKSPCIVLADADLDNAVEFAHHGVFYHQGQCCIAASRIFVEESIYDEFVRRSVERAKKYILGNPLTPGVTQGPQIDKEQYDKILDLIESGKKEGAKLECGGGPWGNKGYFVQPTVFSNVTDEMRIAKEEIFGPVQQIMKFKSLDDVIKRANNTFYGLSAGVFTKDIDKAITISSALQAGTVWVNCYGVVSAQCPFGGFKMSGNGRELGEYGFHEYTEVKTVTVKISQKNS
* marks the source's active call; other numbers are inactive results; ? = inconclusive; & = joins results of further samples; [ ] = remark or other dose. Potency means the concentration at half of the fitted maximal effect. These rows are one share of the data. The share of hits here may be higher or lower than overall.

| ALDH1A1 block | SMILES |
| --- | --- |
| 8%[13.5 µM] | O=C1c2ccccc2-c2ccc(N=[N+]([O-])c3ccc4c(c3)C(=O)c3ccccc3-4)cc21 |
| 12%[13.5 µM] | Cc1ccc2nc(CC(=O)c3ccc4ccccc4c3)c(=O)[nH]c2c1 |
| 14%[13.5 µM] | CN(C)C(=O)C1CCN(Cc2c[nH]c3ccccc23)CC1 |
| -2%[13.5 µM] | O=S(=O)(c1ccc(Br)cc1)N1CCN(S(=O)(=O)c2ccc(Br)cc2)CC1 |
| ? | NS(=O)(=O)c1ccc(N=Nc2nc3[nH]c(=O)[nH]c(=O)c3[nH]2)cc1 |
| -10%[13.5 µM] | O=[N+]([O-])c1ccc(NN=C2c3ccccc3Cc3ccccc32)c([N+](=O)[O-])c1 |
| 4%[13.5 µM] | CN(C)Cc1cc(C(C)(C)C)ccc1-c1ccc(C(C)(C)C)cc1CN(C)C |
| 10%[13.5 µM] | CCCn1cnc2c(SCC(=O)O)nc(N)nc21 |
| 21%[13.5 µM] | CNc1ncnc(Sc2nc(N)nc3nc[nH]c23)c1[N+](=O)[O-] |
| 13%[13.5 µM] | Cc1ccc(S(=O)(=O)NC(=O)Nc2ncn[nH]2)cc1 |

| ALDH1A1 block | SMILES |
| --- | --- |
| 0.028µM* | COc1ccc(C(=O)CCN(C)C)c2ccccc12 |
| -12%[13.5 µM] | COc1ccc([C@@H](Nc2ncccn2)c2cc3c(cc2O)OCO3)cc1 |
| 7%[13.5 µM] | N=C(N)SCC(=O)O |
| 1%[13.5 µM] | Cc1ncc(CSc2ccccc2N)c(CO)c1O |
| 5%[13.5 µM] | CC(=NCC(=O)O)c1ccccc1 |
| 16%[13.5 µM] | NS(=O)(=O)c1cc(C(=O)O)c(Cl)c([N+](=O)[O-])c1Cl |
| ? | Ic1ccc2c(c1)N(c1ccccc1)c1cc(Nc3ccc4nc5ccc(I)cc5[n+](-c5ccccc5)c4c3)ccc1N2 |
| 8%[13.5 µM] | O=C(O)[C@H]1O[C@H]1C(=O)O |
| 3%[13.5 µM] | NC(CSS(=O)(=O)O)=N[C@@H]1C[C@H]2CC[C@@H]1C2 |
| 4%[13.5 µM] | O=C(O)CCSCc1ccc(I)cc1 |

| ALDH1A1 block | SMILES |
| --- | --- |
| ? | Nc1nc(SCc2ccccc2)c2ncn(Cc3ccccc3)c2n1 |
| -10%[13.5 µM] | CN(C)C[C@H]1CCC2=C(C1=O)C(c1ccc(Cl)c(Cl)c1)C1=C(CC[C@H](CN(C)C)C1=O)O2 |
| 1%[13.5 µM] | C[N+]1([C@H](CO)Cc2c[nH]c3ccccc23)Cc2ccccc2C1 |
| 0%[13.5 µM] | O=C(O)CC1(CC(=O)O)Nc2ccccc2SC1=O |
| 15%[13.5 µM] | O=C(O)C[C@H]1OCC=C2C[N@@+]3([O-])CC[C@]45c6ccccc6N[C@@H]4[C@@H]1[C@H]2C[C@H]53 |
| 7%[13.5 µM] | CC(C)CN(CC#N)CC(C)C |
| -4%[13.5 µM] | O=C(NC1(C(=O)O)CCCC1)c1ccccc1 |
| -13%[13.5 µM] | O=[N+]([O-])/C=C\c1cc2ccccc2[nH]1 |
| ? | OC[C@@H]1O[C@@H](O)[C@H](N=Cc2ccc3c(c2)OCO3)[C@@H](O)[C@@H]1O |
| -8%[13.5 µM] | Cc1cc2nc3[nH]c4c(Cl)cc(Cl)cc4c3nc2cc1C |

| ALDH1A1 block | SMILES |
| --- | --- |
| ? | C(/C=C\c1ccccc1)=Nc1ccc2c(c1)Cc1ccccc1-2 |
| 8%[13.5 µM] | CN(C)CCN(c1ccccn1)c1ccccn1 |
| -13%[13.5 µM] | CC(C)(C)c1ccc(OCC(=O)O)c(Cl)c1 |
| ? | Cc1cc2c(cc1C)NC1=C(N2)O[C@H](c2c[nH]c3ccc(COc4ccccc4)cc23)C1=O |
| 8%[13.5 µM] | Nc1ccn([C@H]2O[C@@H](COP(=O)(O)O)[C@@H](O)[C@H]2O)c(=O)n1 |
| 1%[13.5 µM] | Cc1ccc(S(=O)(=O)N2CCC(C(=O)O)(c3ccccc3)CC2)cc1 |
| 19%[13.5 µM] | CSc1ccc2c(c1)N(CCCN(C)C)c1ccccc1S2 |
| 6%[13.5 µM] | C[C@@H](CSC(=N)N)C(N)=O |
| 2%[13.5 µM] | Cn1c(N)nc2c(nc(OCc3ccccc3)n2[C@@H]2O[C@H](CO)[C@@H](O)[C@@H]2O)c1=O |
| 7%[13.5 µM] | CC(=O)O[C@]12CC[N@+]3(C)CCCC[C@@H]3[C-]1Nc1ccccc12 |

| ALDH1A1 block | SMILES |
| --- | --- |
| -1%[13.5 µM] | CN(CC(=O)O)CC(=O)O |
| -6%[13.5 µM] | N#C[C@H](C(=O)O)C(c1c(Cl)cccc1Cl)[C@H](C#N)C(=O)O |
| 2%[13.5 µM] | Cc1cc(Cc2cc(Cc3cc(C)cc(C(C)(C)C)c3O)c(C)cc2C)c(O)c(C(C)(C)C)c1 |
| 2%[13.5 µM] | Nc1ncnc2nc(N3CCN(CCO)CC3)[nH]c12 |
| 0%[13.5 µM] | C#CCOC(=O)[C@H](N)CC(N)=O |
| ? | COC(=O)c1cc(-c2ccc3ccccc3c2)[nH]c(=O)c1C#N |
| 8%[13.5 µM] | Cn1c(=O)c2c(ncn2CN2CCN(Cn3cnc4c3c(=O)n(C)c(=O)n4C)CC2)n(C)c1=O |
| 5%[13.5 µM] | C[C@@H](CCC(=O)O)C(=O)O |
| ? | COc1ccc2cc(C(=O)CCC(=O)O)ccc2c1 |
| -9%[13.5 µM] | N=C(N)SCc1cccc2c(=O)cc(-c3ccccc3)oc12 |

| ALDH1A1 block | SMILES |
| --- | --- |
| 10%[13.5 µM] | O=C1C2[C@@H](c3ccccc3)N[C@@H](c3ccccc3)C1[C@H](c1ccccc1)N[C@H]2c1ccccc1 |
| 10%[13.5 µM] | O=C(O)c1cc2ccccc2c(S(=O)(=O)O)c1O |
| 15% | CN(C)CCNC(=O)c1ccc(-n2c(=O)c(=O)[nH]c3ccccc32)cc1 |
| -10%[13.5 µM] | Clc1ccc(-c2noc(CN3CCCCC3)n2)cc1 |
| -3%[13.5 µM] | CN(C)CCCn1cnc2cc(Cl)c(Cl)cc21 |
| -2%[13.5 µM] | CN(C)CC(CN(C)C)c1ccccn1 |
| 16%[13.5 µM] | NNC(=O)CS(=O)(=O)Nc1ncccn1 |
| 12%[13.5 µM] | NC(Cc1ccccc1)(C(=O)O)C(=O)O |
| 0%[13.5 µM] | CC1(C)N=C(N)N=C(N)N1c1cccc(OCc2cccc([N+](=O)[O-])c2)c1 |
| 11%[13.5 µM] | N[C@@H](CSc1nc2ccccn2c1[N+](=O)[O-])C(=O)O |

| ALDH1A1 block | SMILES |
| --- | --- |
| -2%[13.5 µM] | NCc1ccc(C(=O)O)cc1 |
| -5%[13.5 µM] | c1ccc(CN2COc3c(ccc4c5c(ccc34)CN(Cc3ccccc3)CO5)C2)cc1 |
| 15%[13.5 µM] | Cc1ccc(CCCC(=O)O)cc1C |
| 9%[13.5 µM] | CCOC(=O)Cn1c(C(F)(F)F)nc2nc(Cl)c(Cl)nc21 |
| 7%[13.5 µM] | COc1ccc(CN[C@H](C)C(=O)O)cc1 |
| -5%[13.5 µM] | O=C1[C@H]2[C@H]3C=C[C@@H](C4[C@H]3[C@@H]3C(=O)N(CN5CCSCC5)C(=O)[C@H]43)[C@H]2C(=O)N1CN1CCSCC1 (some centres undefined) |
| -6%[13.5 µM] | CC1(CCC(=O)OC2CCCCC2)OCCO1 |
| 2%[13.5 µM] | N#C/C(=C(\O)C(=O)O)c1ccc(-c2cccc3ccccc23)cc1 |
| 8%[13.5 µM] | NNC(=O)Cc1cccnc1 |
| -3%[13.5 µM] | O=C(O)/C(Cc1ccnc2ccccc12)=N\O |

| ALDH1A1 block | SMILES |
| --- | --- |
| 14%[13.5 µM] | O=C(O)CCNc1ncnc2nc[nH]c12 |
| ? | Cc1cccn2c(=O)c3cc(C#N)c(=NC(=O)c4ccccc4)n(Cc4ccco4)c3nc12 |
| 5%[13.5 µM] | O=C(O)c1cncc(C(=O)O)c1 |
| 2%[13.5 µM] | Nc1[nH]c(=O)nc2c1ncn2[C@H]1O[C@@H](CO)[C@@H](O)[C@@H]1O |
| 2%[13.5 µM] | COc1ccc2[nH]c3cc4c(=O)c5cc(OC)ccc5[nH]c4cc3c(=O)c2c1 |
| 18%[13.5 µM] | Clc1ccc(CSCCc2ccncc2)cc1Cl |
| 19%[13.5 µM] | Cc1cn([C@H]2C[C@H](O)[C@@H](COC(N)=O)O2)c(=O)[nH]c1=O |
| -6%[13.5 µM] | COc1cc2c3cc1Oc1c(OC)c(OC)cc4c1[C@@H](Cc1ccc(O)c(c1)Oc1ccc(cc1)C[C@@H]3N(C)CC2)CN(C)C4 |
| 10%[13.5 µM] | Cc1ccc([C@@H](O)c2cnc(C)n2Cc2ccccc2)cc1 |
| -2%[13.5 µM] | NC(N)=N/N=C(/c1ccccc1)c1ccc(O)cc1O |

| ALDH1A1 block | SMILES |
| --- | --- |
| 8%[13.5 µM] | N[C@@H](CSCc1ccccc1)C(=O)O |
| 3%[13.5 µM] | N[C@@](CCc1ccccc1)(C(=O)O)c1ccccc1 |
| -6%[13.5 µM] | CC(=O)N[C@H](Cc1c[nH]c2ccccc12)C(=O)O |
| 0%[13.5 µM] | NS(=O)(=O)c1ccc(NCc2nc3ccccc3[nH]2)cc1 |
| -1%[13.5 µM] | O=C(O)c1ccc(Oc2nc3ccccc3s2)cc1 |
| ? | O=C(O)c1ccccc1N[C@H](c1ccccc1)c1ccc2cccnc2c1O |
| 9%[13.5 µM] | CC(=O)Nc1ccccc1C=C1c2ccccc2-c2ccccc21 |
| 3%[13.5 µM] | c1ccc2sc(SCCSc3nc4ccccc4s3)nc2c1 |
| 7%[13.5 µM] | N#CC(=NCCO)C1=C(O)c2ccccc2C1=O |
| 0%[13.5 µM] | Cc1ccc(S(=O)(=O)Oc2cc(S(=O)(=O)O)cc3cc(S(=O)(=O)O)cc(N)c23)cc1 |

| ALDH1A1 block | SMILES |
| --- | --- |
| 7%[13.5 µM] | Cc1nc(CN2CCCCC2)c(O)c(=O)[nH]1 |
| -8%[13.5 µM] | O=S(=O)(O)[C@@H](CO)c1ccccc1 (tested in a mixture with another compound) |
| -1%[13.5 µM] | Cc1cc(Cl)ccc1Nc1sc(C(=O)c2cc3cc(Cl)ccc3o2)c(N)c1C#N |
| 9%&-4%[13.5 µM] | O=C(O)C1=C/C(=C(/c2ccccc2)c2cc(C(=O)O)c(O)c3ccccc23)c2ccccc2C1=O |
| 14%[13.5 µM] | O=C(O)/C=C\C(=O)Nc1ccccn1 |
| ? | Cn1c(=S)c2[nH]c(SCc3cccnc3)nc2n(C)c1=O |
| -14%[13.5 µM] | COc1cccc2c1C(=N)c1c(O)c3c(c(O)c1C2=O)C[C@](O)(C(C)=O)C[C@@H]3O[C@H]1C[C@H](N)[C@@H](O)[C@H](C)O1 |
| 5%[13.5 µM] | Clc1ccc2c(c1)N(CCCN1CCCC13CCCCC3)c1ccccc1S2 |
| 5%[13.5 µM] | O=C(O)c1ccccc1C(=O)Nc1cc2c(cc1Br)-c1ccccc1C2=O |
| 5%[13.5 µM] | Nc1cc(C(=O)O)[nH]c(=O)n1 |

| ALDH1A1 block | SMILES |
| --- | --- |
| ? | NS(=O)(=O)c1ccc(N=Nc2nc3[nH]cnc(=S)c3[nH]2)cc1 |
| 14%[13.5 µM] | c1ccc(CO[C@H]2NCCN2Cc2ccccc2)cc1 |
| -3%[13.5 µM] | NCC(=O)N[C@H](CO)C(=O)O |
| 13%[13.5 µM] | Cn1c(C[C@@H](O)c2nc3ccccc3n2C)nc2ccccc21 |
| 3%[13.5 µM] | Cn1ncc2c(Cl)ncnc21 |
| -9%[13.5 µM] | O=[N+]([O-])c1ccc(C2=Nn3c(nnc3-c3ccc(Cl)cc3)SC2)o1 |
| -2%[13.5 µM] | Oc1cc(CN2COc3ccccc32)c(O)cc1CNC1CCCCC1 |
| 9% | CCOc1ccc(NS(=O)(=O)c2ccc(C)c(C(=O)O)c2)cc1 |
| 10%[13.5 µM] | N=c1nc(N)nc(N)n1-c1ccc(S(N)(=O)=O)cc1 |
| 5%[13.5 µM] | Cn1cnc([N+](=O)[O-])c1Sc1nc(N)nc2c1ncn2[C@H]1C[C@H](O)[C@@H](CO)O1 |

| ALDH1A1 block | SMILES |
| --- | --- |
| ? | Cc1ccc2c(c1)N[C@H](c1ccc(C(=O)O)cc1)c1cccn1-2 |
| -11%[13.5 µM] | O=C(O)c1cc2c(cc1S(=O)(=O)O)[C@H]1[C@@H](C3[C@H]2[C@@]2(Cl)C(Cl)=C(Cl)C3(Cl)C2(Cl)Cl)[C@]2(Cl)C(Cl)=C(Cl)C1(Cl)C2(Cl)Cl (some centres undefined) |
| 8%[13.5 µM] | CC(C)(C)c1ccc(O)c(CN(Cc2cc(C(C)(C)C)ccc2O)C2CCCCC2)c1 |
| -5%[13.5 µM] | NN(CC(=O)O)CC(=O)O |
| 14%[13.5 µM] | CN(C)CCSS(=O)(=O)O |
| -4%[13.5 µM] | C#CCOCCCC(=O)O |
| 1%[13.5 µM] | O=C(O)CN1C(=O)O[C@@H](c2ccccc2)C1=O |
| 6%[13.5 µM] | c1cc(CSc2ncnc3nc[nH]c23)ccn1 |
| 0%[13.5 µM] | O=c1c2ccccc2c2ccccc2c(=O)n1-c1cc2c3ccccc3ccc2c2ccccc12 |
| -7%[13.5 µM] | NC(Cc1ccccc1)=NCC(=O)O |

| ALDH1A1 block | SMILES |
| --- | --- |
| 5%[13.5 µM] | O=C(O)c1ccc(C(=O)c2ccccc2C(=O)O)cc1C(=O)O |
| 8%[13.5 µM] | O=C(O)c1ccccc1-c1ccccc1C(=O)Nc1ccc2c(c1)Cc1ccccc1-2 |
| 5%[13.5 µM] | N=C(N)SCCCN |
| 2%[13.5 µM] | O=C(O)c1ccc(NCc2nc3cc4ccccc4cc3[nH]2)cc1 |
